Screens deposited in PubChem by National Center for Advancing Translational Sciences (NCATS).
TrxR1 substrate = qHTS Assay for Substrates of Mammalian Selenoprotein Thioredoxin Reductase 1 (TrxR1): qHTS. purified TrxR1 substrate turnover, NADPH consumption readout. Thioredoxin reductase 1, cytoplasmic (Rattus norvegicus), O89049. 0.01% of 390,000 active. AID 588456, 2011. Potency, µM (titrated, usually from 114 µM), inactives show at the highest dose activity change, negative = substrate turnover; note: potency is the fitted concentration of half-maximal effect; % is set by controls: 0 for no effect and ±100 for the full control effect; nearly all actives have a fitted effect of over 50% in size
Target sequence (O89049 whole entry, looked up): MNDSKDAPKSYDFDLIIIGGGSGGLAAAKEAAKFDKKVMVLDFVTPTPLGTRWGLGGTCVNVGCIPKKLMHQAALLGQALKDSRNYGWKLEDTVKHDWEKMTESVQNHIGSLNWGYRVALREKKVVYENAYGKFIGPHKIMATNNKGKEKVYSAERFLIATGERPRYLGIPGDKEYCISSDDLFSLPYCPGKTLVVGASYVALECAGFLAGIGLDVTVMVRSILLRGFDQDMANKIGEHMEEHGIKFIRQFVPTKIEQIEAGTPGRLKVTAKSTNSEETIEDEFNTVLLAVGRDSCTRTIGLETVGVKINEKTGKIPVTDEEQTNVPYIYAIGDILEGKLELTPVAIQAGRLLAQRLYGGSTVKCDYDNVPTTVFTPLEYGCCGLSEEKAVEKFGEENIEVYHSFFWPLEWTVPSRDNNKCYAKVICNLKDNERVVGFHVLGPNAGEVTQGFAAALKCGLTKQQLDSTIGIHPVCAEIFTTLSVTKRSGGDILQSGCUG
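Rat TrxR1, dispensed at 90 nM, was prereduced with 400 uM NADPH (final) for 5 min at ~22 deg C, then incubated with compound 15 min before 400 uM selenite. A first-read NADPH fluorescence drop versus no-compound background flagged substrates.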
USP1-UAF1 inh = Inhibitors of USP1/UAF1: Primary Screen; recombinant USP1/UAF1, Ub-Rhodamine cleavage fluorescence; Ubiquitin carboxyl-terminal hydrolase 1 (Homo sapiens), O94782; Potency, µM (doses to about 57.1 µM), inactives show at the top dose activity change, negative = inhibition, most hits filed as inhibitors; 0.23% of 390,000 active; note: potency is the fitted concentration of half-maximal effect; % is set by controls: 0 for no effect and ±100 for the full control effect; nearly all actives have a fitted effect of over 60% in size; inactives centre near -12
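1 nM enzyme complex + cpd, 15 min RT; start with Ub-Rho 150nM final; kinetic fluorescence ex 480/em 540, 6 reads q60 s. Buffer 50mM HEPES pH 7.8, 0.5mM EDTA, 0.1 mg/ml BSA, 1mM TCEP, 0.01% Tween-20.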
Glioma ERSR ind = qHTS for Inducers of the Endoplasmic Reticulum Stress Response (ERSR) in Human Glioma: qHTS; Potency, µM, for inactives: at the highest dose activation, actives largely listed as activators; AID 602332, 2012; 0.02% of 420,000 active; U87-MG GRP78 promoter luciferase reporter, 16 h; note: potency is the fitted concentration of half-maximal effect; series mostly up to about 76 µM; % of control where 0% means no effect; nearly all actives have a fitted effect of over 35% in size
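ERSR induction read as luciferase luminescence (Bright-Glo, 10 min at room temperature) in stably transfected human U87-MG glioma cells exposed to compounds for 16 h, using GRP78 as sensor.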
RGS4 inh = Inhibitors of Regulator of G Protein Signaling (RGS) 4: qHTS | Regulator of G-protein signaling 4 (Homo sapiens), P49798 | Transcreener GDP fluorescence polarization, RGS4-accelerated GTP hydrolysis | Potency, µM (series often up to 114 µM), for inactives: at the top dose activity change, negative = inhibition, usual class: inhibitors | 0.039% of 390,000 active; note: potency is the fitted concentration of half-maximal effect; % is set by controls: 0 for no effect and ±100 for the full control effect; nearly all actives have a fitted effect of over 75% in size; some results filed as inactive show a strong effect at the top dose
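MLSMR compounds (23 nl, pin-transferred) preincubated 10 min at room temperature with a 500nM (2x) first reagent, then RGS4 at 900nM (2x) plus Transcreener GDP mix added; fluorescence polarization (620/688 nm) read before and after 90 min at 30 °C.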
LDHA block = qHTS assay for inhibitors of human lactate dehydrogenase; L-lactate dehydrogenase A chain (Homo sapiens), P00338; purified LDHA, NADH/diaphorase-resazurin fluorescence; stronger effect = lower value; activity change, % (values are at about 110 or 230 µM); 0.15% of 480,000 active; in the data active = activity change below about -30%; inconclusive = mostly about -25% to -30%;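 note: plate controls were DMSO wells for no effect and wells without enzyme for full effect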
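Remaining NADH was detected by diaphorase (0.133 mg/mL) converting 37 µM resazurin to fluorescent resorufin, read at 0 and 20 minutes. The preceding 5-minute room-temperature reaction used 2 nM LDHA, 0.2 mM sodium pyruvate and 0.06 mM NADH at pH 7.4.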
Vif-APOBEC3G blk = qHTS for Inhibitors of Vif-A3G Interactions: qHTS; DNA dC->dU-editing enzyme APOBEC-3G (Homo sapiens), Q9HC16; HeLa A3G-eYFP + Vif (tagged APOBEC3G with the HIV-1 protein that degrades it), YFP fluorescence, overnight; Potency, µM (titrated, usually from 46.1 µM), inactives show top-dose activity, negative = active, hits mostly inhibitors; 0.076% of 410,000 active; AID 602310, 2012;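 note: potency is the fitted concentration of half-maximal effect; % is set by controls: 0 for no effect and ±100 for the full control effect; nearly all actives have a fitted effect of over 60% in size; hits raise eYFP signal because A3G escapes Vif-driven loss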
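Read-out is eYFP fluorescence (Ex 488/Em 500-530) from Vif-expressing HeLa A3G-eYFP cells; more signal means A3G escaped Vif-mediated degradation. Cells plated overnight, compound pinned in, incubated overnight at 37 deg C.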
mIDH1 inhibitor = qHTS for Inhibitors of mutant isocitrate dehydrogenase 1 (IDH1): qHTS; Isocitrate dehydrogenase [NADP] cytoplasmic (Homo sapiens), O75874; IDH1-R132H enzyme, NADPH consumption, diaphorase/resazurin fluorescence; Potency, µM (highest dose often 76.6 µM), without a hit: at the highest dose activity change, negative = inhibition, most hits filed as inhibitors; 0.093% of 390,000 active; AID 602179, 2012; note: potency is the fitted concentration of half-maximal effect; % is set by controls: 0 for no effect and ±100 for the full control effect; nearly all actives have a fitted effect of over 65% in size
Target sequence (O75874 whole entry R132H, stated change not applied): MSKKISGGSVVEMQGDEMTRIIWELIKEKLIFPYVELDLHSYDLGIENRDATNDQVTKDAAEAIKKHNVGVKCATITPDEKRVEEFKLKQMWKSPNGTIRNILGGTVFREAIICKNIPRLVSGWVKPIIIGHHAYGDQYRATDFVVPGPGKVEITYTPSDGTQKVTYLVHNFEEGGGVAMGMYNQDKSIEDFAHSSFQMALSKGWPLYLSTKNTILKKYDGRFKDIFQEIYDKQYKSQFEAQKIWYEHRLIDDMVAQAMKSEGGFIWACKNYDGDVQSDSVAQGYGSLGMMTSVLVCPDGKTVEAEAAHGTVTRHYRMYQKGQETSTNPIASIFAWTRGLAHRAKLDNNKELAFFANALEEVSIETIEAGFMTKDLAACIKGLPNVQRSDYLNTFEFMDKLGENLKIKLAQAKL
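IDH1-R132H (0.5 ug/mL) preincubated 30 min with compound, then NADPH (0.016 mM) and alpha-KG (2 mM) added; 80 min at RT, pH 7.5. Remaining NADPH coupled via diaphorase/resazurin to fluorescence (540/590 nm); concentration-response curves normalized to no-enzyme control.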
Vif-APOBEC3F blk = qHTS for Inhibitors of Vif-A3F Interactions: qHTS; HeLa A3F-eYFP + Vif (tagged APOBEC3F with the HIV-1 protein that degrades it), YFP fluorescence increase; AID 602313, 2012; 0.2% of 390,000 active; Potency, µM (highest dose often 46.1 µM), without a hit: at the highest dose activity, negative = active; note: potency is the fitted concentration of half-maximal effect; % of control where 0% means no effect; nearly all actives have a fitted effect of over 65% in size
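Fluorescence increase (Ex 488/Em 500-530) after overnight compound treatment at 37 deg C flags inhibition of Vif-driven A3F-eYFP loss in stable HeLa A3F-eYFP/Vif cells seeded overnight beforehand.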
rTrxR1 inhibitor = qHTS Assay for Inhibitors of Mammalian Selenoprotein Thioredoxin Reductase 1 (TrxR1): qHTS; Thioredoxin reductase 1, cytoplasmic (Rattus norvegicus), O89049; 1% of 390,000 active; recombinant rTrxR1, NADPH fluorescence consumption, selenite substrate; Potency, µM (titrated, usually from 114 µM), for the others: at the top dose activity change, negative = inhibition, most hits filed as inhibitors; AID 588453, 2011; note: potency is the fitted concentration of half-maximal effect; % is set by controls: 0 for no effect and ±100 for the full control effect; nearly all actives have a fitted effect of over 65% in size
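Rat TrxR1 (90 nM in the dispensed reagent) was pre-reduced with 400 uM NADPH for 5 min at room temperature, then incubated with compound for 15 min. After 400 uM selenite was added, NADPH fluorescence (Ex 340/Em 450 nm) was followed for 8 min.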
Numbers without * were called inactive; u = inconclusive; x = not tested or not shown; & = joins results of further samples; [ ] = another dose, or the depositor's remark. Unless noted, calls come from the whole dose curve; as a rule, active = well fitted curve in the direction sought with a large enough effect; inconclusive = small, poorly fitted or top-dose-only effect, or another doubt; inactive = no such curve, though single readings can be large; an effect the other way counts as inactive or inconclusive.

SMILES	TrxR1 substrate	USP1-UAF1 inh	Glioma ERSR ind	RGS4 inh	LDHA block	Vif-APOBEC3G blk	mIDH1 inhibitor	Vif-APOBEC3F blk	rTrxR1 inhibitor
Cn1c(NCc2c[nH]c3ccccc23)nc2ccccc21	4%	-9%	4%	-5%	-4&-7	-3%	4%	10%	-9%
CCOC(=O)N1CCC(NC(=O)c2cnn(-c3ccccc3)c2C2CCN(C(=O)OC(C)(C)C)CC2)CC1	-4%	u	-3%	42%	-11	4%	26%	6%	16%
Cc1nn(-c2ccccc2)c(C)c1CNC(=O)c1ccc(S(=O)(=O)NCc2ccco2)cc1	-11%[57.1 µM]	-22%	1%	-1%	5	-3%	3%	1%	-4%[2.29 µM]
COc1ccc(S(=O)(=O)N(CC(C)C)C2CCS(=O)(=O)C2)cc1OC (stereo not given)	-8%	-7%	-3%	33%	-7	-1%	11%	-13%	10%[57.1 µM]
Cc1cnc(NC(=O)CSc2nnc(COc3ccccc3)o2)s1	-16%[11.4 µM]	u	-3%	-34%	-2	-1%	4%	-22%	25%[11.4 µM]
CC(OC(=O)C1CC(=O)N(Cc2ccco2)C1)C(=O)Nc1cccc(C#N)c1 (stereo not given)	3%[57.1 µM]	-18%	-3%	-13%	3	1%	0%	9%	-4%[57.1 µM]
COc1cc(OC)c(-c2nc(-c3ccncc3)no2)cc1OC	2%	-5%	-1%	7%	3	1%	5%	2%	23%
CCn1c(=S)[nH]c2nc3c(cc2c1=O)CCCC3	-1%	-16%	2%	-20%	-2	1%	1%	-4%	8%
CCOc1ccc(C(=O)NCC(=O)OCCCC(=O)c2ccc(F)cc2)cc1OCC	-14%	-16%	-2%	39%	-1	4%	3%	-3%	-5%
Cc1ccccc1CN1CCN(CC(=O)NCc2ccc3c(c2)OCO3)C1=O	1%	-9%	-2%	21%	-8	-8%	-1%	-14%	-1%
C=CC[C@H](CC(=O)OC(C)(C)C)C(=O)OC[C@@H]1CCCN1C(=O)[C@H](CC=C)CC(=O)N[C@H](CO)Cc1ccccc1	-1%	-27%	-4%	-13%	6	2%	13%	-6%	0%
COc1ccc(NC(=O)CCC(=O)N/N=C/c2cn(C)nc2C)cc1	-1%	6%	1%	4%	-6	0%	-1%	4%	8%[57.1 µM]
O=C(N/N=C/c1c[nH]c2ccccc12)c1cc(Cl)ccc1O	-8%	-2%	1%	-5%	-1	-13%	-3%	1%	10%
CCCc1ccc(S(=O)(=O)Nc2ccc(C)c(NS(C)(=O)=O)c2)cc1	-4%[57.1 µM]	-14%	-11%	-7%	0	4%	-14%	-6%	1%
COc1ccc(Oc2ccc(N/C=C3\CCCC3=O)cc2)cc1	-5%	-18%	-1%	u	4	0%	7%	-6%	-24%
Cn1cccc1C(=O)NNC(=O)COc1ccc(C#N)cc1	-2%	-6%	-1%	-16%	0	0%	2%	-1%	-6%
C[C@@H]1CCCCO[C@H](CN(C)C(=O)Nc2ccccc2)[C@@H](C)CN([C@H](C)CO)C(=O)c2cc(NS(=O)(=O)c3cn(C)cn3)ccc2O1	x	-13%	-3%	x	-3	-2%	7%	10%	x
C/C(=N\NC(=O)c1nn(C)cc1Br)c1cccc(NC(=O)C2CCCC2)c1	-3%	-3%	4%	21%	-8	1%	-2%	5%	-2%
CCCCC(Sc1nc(C)c(Cc2ccccc2)c(=O)[nH]1)C(=O)O (stereo not given)	2%	-15%	-3%	15%	-1	3%	-6%	-1%	28%
CCOC(=O)C1CCN(Cc2coc3c(Cl)cc(Cl)cc3c2=O)CC1	2%[11.4 µM]	-4%	-4%	9%	-19	0%	-5%	-15%	u
C/C(=N\N(Cc1ccccc1)c1ccccc1)c1ccncc1	-5%	-11%	-4%	-20%	2	-1%	14%	-3%	10%
O=C(CC(=O)NN=C1CCCCCC1)NCc1cccnc1	5%	-1%	3%	9%	-9	0%	1%	2%	1%[57.1 µM]
CC1(C)Cc2c(sc(NC(=O)c3ccco3)c2C(=O)O)CO1	-3%[57.1 µM]	-10%	8%	6%	-34*	-1%	7%	10%	-8%[57.1 µM]
COc1cccc2cc(C(=O)Nc3ccccc3C)/c(=N/O)oc12	-9%	-14%	1%	2%	14	1%	-10%	-8%	-1%
c1csc(C2=NC(c3ccncc3)=Nc3ccccc3N2)c1	-13%	12%	-4%	2%	3	-6%	24%	0%	-14%
Cn1c(=O)[nH]c(=O)c2c1nc(SCCC(=O)O)n2Cc1cccc(Br)c1	-9%	-21%	-1%	-30%[56.9 µM]	-8	0%	3%	18%	-12%
CCN1CCN(C(=O)CN2C(=O)COc3ccc(S(=O)(=O)N4CCOCC4)cc32)CC1	2%	-22%	-6%	15%	-1	2%	1%	0%	15%
FC(F)(F)c1cc(N2CCOCC2)nc(-c2ccccc2)n1	-2%	-11%	-3%	u	0	-2%	2%	6%	5%
Cc1ccc(-c2noc(CCC(=O)N3CCN(c4cc(C)ccc4C)CC3)n2)cc1	1%	u	0%	7%	0	11%	1%	1%	20%
CC1CN(C(=O)CSc2nc(-c3ccccc3)cs2)CC(C)O1 (stereo not given)	4%	-17%	1%	-24%	3	1%	0%	-2%	6%
O=C(CSc1n[nH]c(=O)n1-c1ccccc1)N1CCOCC1	10%[57.1 µM]	-6%	-1%	-11%	-9	1%	4%	18%	13%[57.1 µM]
Cc1ccc(C)c(NC(=O)COc2cccc3c2CCN(Cc2ccccc2C)C3=O)c1	-10%	-21%	1%	-23%	-1	-6%	3%	-13%	-1%
CN(C)CC1CCC/C(=C\c2ccc(OC(=O)/C=C/c3ccccc3)cc2)C1=O (stereo not given)	-8%	-17%	-3%	-52%	2	1%	6%	u	u
CC(C)N(Cc1ccccc1)S(=O)(=O)c1ccc2c(c1)NC(=O)CO2	7%	-24%	-8%	8%[11.4 µM]	-7	5%	0%	0%	27%
O=C(Nc1cc(SCCO)cc([N+](=O)[O-])c1)c1ccco1	-13%	0%	-3%	11%	-5	0%	5%	-24%	-15%
O=C(c1ccc(NC(=S)NCc2ccc(Cl)cc2)cc1)N1CCCCC1	3%	-25%	2%	-25%	2	-3%	-3%	0%	u
Clc1ccc(CSc2nnc(/C=C/c3ccccc3)o2)c(Cl)c1	9%[57.1 µM]	-23%	-4%	14%	-3	-24%	3%	4%	11%[57.1 µM]
O=C(c1ccc(Br)c(S(=O)(=O)N2CCOCC2)c1)N1CCN(C/C=C/c2ccccc2)CC1	-1%	-14%	-1%	-4%	0	0%	-7%	5%	23%

This is a subset (hit frequency here may not be typical).
